CXXC DNA block: inhibitors of human MLL CXXC domain-DNA interaction; 290,000 tested, 0.037% active; Potency, µM (doses to about 115 µM), for the others: at the highest dose activity change, negative = inhibition, usual class: inhibitors; MLL-CXXC / FITC-HOXA9 DNA fluorescence polarization; AID 2662; active = well fitted inhibition curve with a large enough effect in the polarisation, with a control signal flat, not every such curve was filed as active; inconclusive = small, poorly fitted or top-dose-only effect, or effect the other way, or a change in a side signal; inactive = no such curve, though single readings can be large or run the other way; the % refers to the polarisation; also: potency is read from the fitted curve at half-maximal effect
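Purified MLL-CXXC (added from a 7 uM solution) was preincubated 5 min at ambient with pinned compounds in 50 mM Tris-HCl pH 7.5, 50 mM NaCl, 1 mM DTT, 0.05% BSA. Fluorescein-labeled HOX-A9 DNA (50 nM solution) followed, 30 min, then polarization read.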
p53 reactivator: mutant p53 re-activation in reporter cells. H1299 p53-A138V BP100-luciferase reporter, luminescence, 24 h. 320,000 tested, 0.063% active. Potency, µM (series often up to 92.2 µM), inactives show at the highest dose activity change, positive = activation, hits mostly activators; also: potency is read from the fitted curve at half-maximal effect; % of control where 0% means no effect; nearly all actives have a fitted effect of over 45% in size
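H1299 (p53-null), stable ts p53-A138V + BP100-Luc; 1000 cells/well, Opti-MEM/10% FBS; cpd 4 pt, 1:5; 24 h, 37 deg C, 5% CO2; detection reagent 10 min RT; luminescence.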
AT treatment: potential ataxia-telangiectasia treatments restoring KAP-1 phosphorylation; 320,000 tested, 0.19% active; Potency, µM (doses to about 57.5 µM), without a hit: at the top dose activation, hits mostly activators; […] A-T fibroblasts, KAP-1 phosphorylation AlphaLISA; neocarzinostatin DNA damage 30 min before lysis; also: potency is read from the fitted curve at half-maximal effect; % of control where 0% means no effect; nearly all actives have a fitted effect of over 45% in size
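hTERT-immortalized A-T patient fibroblasts ([…]), 500 cells/well in OPTI-MEM, 1% FBS, got compounds for 60 min, then NCS for 30 min at 37C. Lysates were then assayed for phospho-KAP-1 by AlphaLISA (anti-pKAP1 donor, anti-KAP1 acceptor beads), 6 hr at 25C.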
TCR activator: T cell receptor activation; primary human leukocytes, anti-CD3, IL-2 HTRF, 48 h; Potency, µM (titrated, usually from 9.22 µM), for the others: top-dose activation of IL-2 secretion, most hits filed as activators; 330,000 tested, under 10 active; also: % of control where 0% means no effect
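Primary human leukocytes were stimulated with a-CD3 beads plus compounds for 48 hr without co-stimulation; secreted IL-2 was quantified by HTRF using a-IL-2-K (europium cryptate) and a-IL-2-d2, excited at 320nm with acceptor emission read at 665nm.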
Integrin act MD: integrin-mediated muscular dystrophy alleviation activation. alpha7betagal myoblasts, beta-gal FDG fluorescence, 48 h. Potency, µM (titrated, usually from 38.3 µM), without a hit: at the highest dose activation, hits mostly activators. 350,000 tested, 0.064% active. AID 624291;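 also: potency is read from the fitted curve at half-maximal effect; 100% = response of the positive control SU9516; nearly all actives have a fitted effect of over 60% in size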
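Alpha7betagal+/- myoblasts (passage 13) were plated 16-24 hr, then exposed to compounds (1:260 dilution of DMSO stock) for 48 hours at 37C. After MPER lysis, β-galactosidase reporter activity was read as FDG fluorescence (ex 480/em 540) after 30 minutes.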
TRPV1 agonist: human TRPV1 agonism. Q8NER1. TRPV1-expressing cells, Fluo-8 calcium influx, agonist mode. activation, % at 8.33 µM. 320,000 tested, 0.19% active; in the data active = activation above about 80%; inconclusive = between about 30% and that limit; also: 0% is about no effect
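Fluo-8 calcium influx in TRPV1-expressing cells, kinetic read (ex 480/em 520 nm). Compound added and read 3 min for agonist activity, followed by capsaicin at EC20 final and 2 min further read for enhancement.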
PTAP TSG101 blk: blocks PTAP/TSG101 interaction to inhibit HIV-1 budding | Potency, µM (top dose mostly 115 µM), for the others: top-dose activity change, negative = inhibition, usual class: inhibitors | AID 493005 | Q99816 | Fluorescence polarization, FITC-PTAP peptide / Tsg101 binding | 340,000 tested, under 10 active; active = well fitted inhibition curve with a large enough effect in the main read-out, with a control signal flat, not every such curve was filed as active; inconclusive = small, poorly fitted or top-dose-only effect, or effect the other way, or a change in a side signal; inactive = no such curve, though single readings can be large or run the other way; also: potency is read from the fitted curve at half-maximal effect; % of control where 0% means no effect
Target sequence (Q99816 whole entry, looked up): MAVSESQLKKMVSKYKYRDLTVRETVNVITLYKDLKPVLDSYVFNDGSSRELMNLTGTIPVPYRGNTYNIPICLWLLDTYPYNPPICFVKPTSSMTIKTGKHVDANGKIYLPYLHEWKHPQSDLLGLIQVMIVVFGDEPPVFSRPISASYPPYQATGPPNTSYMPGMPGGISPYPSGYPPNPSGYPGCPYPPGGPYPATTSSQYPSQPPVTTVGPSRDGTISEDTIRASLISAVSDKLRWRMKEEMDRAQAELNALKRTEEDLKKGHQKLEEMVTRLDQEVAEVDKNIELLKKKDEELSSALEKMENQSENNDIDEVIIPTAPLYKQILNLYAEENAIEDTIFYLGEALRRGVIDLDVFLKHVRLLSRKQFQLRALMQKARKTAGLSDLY
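Tsg101 binding domain (10 uM final) was mixed with compound and a FITC-labeled PTAP peptide (50 nM final) in HEPES pH 7.5 buffer with NaCl, Tween 20, EDTA and TCEP; fluorescence polarization was read after 20 min at r.t.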
BRCA1 expr act: BRCA1 expression activation. MCF7-BRCA1-FFLuc reporter, luminescence, 48 h; response scale: scaled: vehicle 0%, 10 µM genistein 100%. Potency, µM (highest dose often 46.1 µM), for the others: at the highest dose activation, actives largely listed as activators. 380,000 tested, 1.1% active. AID 624202; also: potency is read from the fitted curve at half-maximal effect; nearly all actives have a fitted effect of over 80% in size; some results filed as inactive show a strong effect at the top dose
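Compounds are tested at multiple concentrations on MCF7 BRCA1-luciferase reporter cells seeded at 2000 per well; after 48 h, a single luminescence end-point is taken and curves fitted to the normalized data.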
ELG1 DNA repair: inhibitors of ELG1-dependent DNA repair in HEK293T cells. HEK293T ELG1-luciferase reporter, luminescence, 16 h; DNA damage induced by 5-fluorouridine. Potency, µM (top dose mostly 46.1 µM), for the others: top-dose activity change, negative = inhibition, hits mostly inhibitors. 330,000 tested, 2.3% active. AID 504467; also: potency is read from the fitted curve at half-maximal effect; % is scaled to controls: 0 for no effect and ±100 for the full control effect; nearly all actives have a fitted effect of over 55% in size
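DMSO vehicle served as the neutral condition. Each well held 2,000 cells given 5-fluorouridine plus compound; after 16 hr at 37 °C/5% CO2, ONE-Glo was added and luciferase measured 30 min later.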
B2AR arrestin: agonists driving beta-arrestin recruitment to human beta2-adrenergic receptor | beta-arrestin recruitment to beta2AR, cell-based reporter | Potency, µM (titrated, usually from 46.1 µM), inactives show at the highest dose activation, hits mostly activators | 330,000 tested, 0.02% active | AID 492947;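 also: potency is read from the fitted curve at half-maximal effect; 0% = DMSO controls and full agonism = EC100 isoproterenol or metaproterenol; nearly all actives have a fitted effect of over 65% in size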
Target sequence (P07550 whole entry, looked up): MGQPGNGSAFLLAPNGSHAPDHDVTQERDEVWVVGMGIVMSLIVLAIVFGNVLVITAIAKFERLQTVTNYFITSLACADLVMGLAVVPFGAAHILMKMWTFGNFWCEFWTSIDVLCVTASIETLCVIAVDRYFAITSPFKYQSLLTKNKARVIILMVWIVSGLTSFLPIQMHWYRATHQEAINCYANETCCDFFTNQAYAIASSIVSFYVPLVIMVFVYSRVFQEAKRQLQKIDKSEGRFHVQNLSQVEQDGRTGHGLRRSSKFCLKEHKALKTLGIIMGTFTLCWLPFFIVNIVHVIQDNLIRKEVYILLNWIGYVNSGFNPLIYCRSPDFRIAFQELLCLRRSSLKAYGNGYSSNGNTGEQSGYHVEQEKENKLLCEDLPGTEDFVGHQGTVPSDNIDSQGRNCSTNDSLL
Numbers without * were called inactive; & = joins results of further samples; [ ] = another dose, or the depositor's remark. Unless noted, calls follow the shape of the dose curve; as a rule, active = well fitted curve in the direction sought with a large enough effect; inconclusive = small, poorly fitted or top-dose-only effect, or another doubt; inactive = no such curve, though single readings can be large; an effect the other way counts as inactive or inconclusive.

Screening COc1ccc(C2C(=O)c3ccccc3C2=O)cc1OC returned CXXC DNA block 2.2%, p53 reactivator -3.5%, AT treatment -1.3%, TCR activator 6.3%, Integrin act MD 41.3%, TRPV1 agonist -5.5, PTAP TSG101 blk -8.6%, BRCA1 expr act 48.3%, ELG1 DNA repair inconclusive and B2AR arrestin 0.0%.
For COc1ccc(CCC2CCNCC2)cc1 the results were CXXC DNA block -6.1%, p53 reactivator -8.8%, AT treatment 15.2%, TCR activator -4.8%, Integrin act MD -68.8%[inhibitor], TRPV1 agonist -3.9, PTAP TSG101 blk 0.2%, BRCA1 expr act -25.8%, ELG1 DNA repair 1.9% and B2AR arrestin -0.1%.
COc1cc(SC)ccc1C(=O)Nc1cccc(S(=O)(=O)NC2=NCCCCC2)c1 was read as p53 reactivator -11.3%, AT treatment 11.0%, TCR activator 4.0%, Integrin act MD 11.3%, TRPV1 agonist 0.8, PTAP TSG101 blk 0.3%, BRCA1 expr act -23.2%, ELG1 DNA repair inconclusive and B2AR arrestin -0.4%.
Screening CN(C(=O)CCS(=O)(=O)c1cc2c(cc1Cl)NC(=O)CO2)C1CCCCC1 returned p53 reactivator 6.1%, AT treatment -1.3%, TCR activator -1.7%, Integrin act MD -23.3%, TRPV1 agonist inconclusive, PTAP TSG101 blk 0.8%, BRCA1 expr act -5.3%&0.7%, ELG1 DNA repair 19.3% and B2AR arrestin -0.5%.
COc1ccc(NC(=O)C(=O)NCCO)cc1Cl was read as CXXC DNA block 1.0%, p53 reactivator 7.6%, AT treatment -4.5%, TCR activator 0.0%[46.1 µM], Integrin act MD 6.6%, TRPV1 agonist -0.3, PTAP TSG101 blk -2.2%, BRCA1 expr act -4.1%, ELG1 DNA repair 17.9% and B2AR arrestin -0.4%.
Screening O=C(CCCSc1nc2ccccc2[nH]1)N1CCN(c2ccc([N+](=O)[O-])cc2)CC1 returned CXXC DNA block 15.9%, p53 reactivator -1.0%, AT treatment 0.0%, TCR activator 1.6%, Integrin act MD -22.9%, TRPV1 agonist -4.3, PTAP TSG101 blk -5.0%, BRCA1 expr act -33.6%, ELG1 DNA repair inconclusive and B2AR arrestin -0.3%.
`Cc1cc(NC(=O)CN2C(=O)NC(C)(c3ccc(Cl)cc3Cl)C2=O)no1` (stereo unspecified) gave p53 reactivator -6.8%, AT treatment 22.3%, TCR activator -1.7%[46.1 µM], Integrin act MD 0.0%, PTAP TSG101 blk -0.7%, BRCA1 expr act 5.3%, ELG1 DNA repair inconclusive and B2AR arrestin -0.6%.
For Cc1cccc(N2C(=O)CC(N3CCN(c4ccc(Cl)cc4)CC3)C2=O)c1 (stereo unspecified) the results were CXXC DNA block 4.3%, AT treatment -0.2%, TCR activator 11.1%, Integrin act MD 13.2%, TRPV1 agonist -5.0, PTAP TSG101 blk -0.8%, BRCA1 expr act -1.1%, ELG1 DNA repair -2.5% and B2AR arrestin -0.6%.
Screening Cc1ccc(C(=O)NC2CCC(C)CC2)s1 (stereo unspecified) returned p53 reactivator inconclusive, AT treatment -1.0%, TCR activator 2.1%, Integrin act MD 2.0%, TRPV1 agonist inconclusive, PTAP TSG101 blk -3.7%, BRCA1 expr act inconclusive, ELG1 DNA repair inconclusive and B2AR arrestin -0.4%.
`Cn1ccc(O)c(C#N)c1=O` gave CXXC DNA block -2.5%, p53 reactivator 2.6%, TCR activator 0.3%, Integrin act MD 14.3%, TRPV1 agonist 1.6, PTAP TSG101 blk 0.5%, BRCA1 expr act -8.6%, ELG1 DNA repair 2.8% and B2AR arrestin 0.0%.
Screening Cc1ccn2c(c1)nc(=S)n2C(=O)c1ccccc1 returned CXXC DNA block -4.4%, AT treatment -5.1%, TCR activator -1.1%, Integrin act MD -38.3%, TRPV1 agonist 12.3, PTAP TSG101 blk 0.6%, BRCA1 expr act -32.2%, ELG1 DNA repair inconclusive and B2AR arrestin -1.5%.
Screening CCOCc1nc(N)[nH]c(=O)c1Cc1ccc(OC(C)C)cc1 returned CXXC DNA block -4.2%, p53 reactivator 7.6%, AT treatment 2.0%, TCR activator -3.2%[46.1 µM], Integrin act MD 9.5%, TRPV1 agonist 0.4, PTAP TSG101 blk -2.0%, BRCA1 expr act -30.2%, ELG1 DNA repair 27.6% and B2AR arrestin -0.2%.
CCOC(=O)N1CCN(CCC(=O)c2ccc(Br)cc2)CC1 was read as CXXC DNA block 50.2%[activator], p53 reactivator -16.1%, AT treatment -17.1%, TCR activator 0.8%, Integrin act MD -70.2%[inhibitor], TRPV1 agonist 1.1, PTAP TSG101 blk 1.3%, BRCA1 expr act -15.1%, ELG1 DNA repair 14.5% and B2AR arrestin -0.7%.
For COc1ccsc1C(=O)NCCN1CCOCC1 the results were CXXC DNA block inconclusive, p53 reactivator -0.2%, AT treatment 5.0%, TCR activator -9.2%, Integrin act MD -20.3%, TRPV1 agonist 1.1, PTAP TSG101 blk -2.5%, BRCA1 expr act 3.4%, ELG1 DNA repair -15.6% and B2AR arrestin -0.9%.
`COc1cc(C(=O)Nc2c(C)cc(C)cc2C)c(Br)c(OC)c1OC` gave CXXC DNA block -3.5%, p53 reactivator -1.4%, AT treatment -7.5%, TCR activator 1.2%, Integrin act MD 8.1%, TRPV1 agonist -1.8, PTAP TSG101 blk -1.6%, BRCA1 expr act -16.3%, ELG1 DNA repair -10.8% and B2AR arrestin 0.2%.
`COc1cc(/C=N\NC(=O)CC(=O)NCCc2ccccc2)ccc1O` gave CXXC DNA block -0.3%, p53 reactivator -1.5%, AT treatment 0.7%, TCR activator 0.0%, Integrin act MD 2.6%, TRPV1 agonist 0.3, PTAP TSG101 blk -7.2%, BRCA1 expr act -3.0%, ELG1 DNA repair -6.7% and B2AR arrestin 0.2%.
`Cc1ccc(N(C)S(=O)(=O)c2cccc(C(=O)OCC(=O)c3c(N)n(C)c(=O)n(C)c3=O)c2)cc1` gave p53 reactivator -13.5%, AT treatment -0.9%, TCR activator -5.2%[46.1 µM], Integrin act MD -27.5%, PTAP TSG101 blk -8.5%, BRCA1 expr act -89.7%[inhibitor], ELG1 DNA repair 16.4µM* and B2AR arrestin -0.1%.
`CCOC(=O)C(C)N1C(=O)S/C(=C/c2ccc3c(c2)n(C)c(=O)n3C)C1=O` (stereo unspecified) gave CXXC DNA block -0.9%, p53 reactivator 2.2%, AT treatment -0.5%, TCR activator -2.1%, Integrin act MD 13.6%, TRPV1 agonist -5.8, PTAP TSG101 blk -3.3%, BRCA1 expr act -34.6%, ELG1 DNA repair 2.7% and B2AR arrestin 0.1%.
Cc1c(C(=O)NN2CCOCC2)oc2ccccc12 was read as CXXC DNA block 18.5%, p53 reactivator -3.2%, AT treatment 6.2%, TCR activator -0.1%, Integrin act MD inconclusive, TRPV1 agonist 0.7, PTAP TSG101 blk -2.4%, BRCA1 expr act -17.9%, ELG1 DNA repair 19.2% and B2AR arrestin -0.2%.
For COc1cc(OC)c(C(=O)NCc2ccco2)cc1OC the results were CXXC DNA block 0.6%, p53 reactivator -17.9%, AT treatment 13.1%, TCR activator 4.5%, Integrin act MD -20.1%, TRPV1 agonist 1.1, PTAP TSG101 blk 0.1%, BRCA1 expr act -3.0%, ELG1 DNA repair 1.7% and B2AR arrestin -1.2%.
Screening CCCN1C(=O)C2(C(C(=O)c3ccc(C)o3)=C(O)C(=O)N2CCCOC)c2ccccc21 (stereo unspecified) returned CXXC DNA block -2.3%, p53 reactivator -3.0%, AT treatment 0.0%, TCR activator -19.9%, Integrin act MD -14.3%, TRPV1 agonist 8.9, PTAP TSG101 blk -3.0%, BRCA1 expr act -12.6%, ELG1 DNA repair 4.0% and B2AR arrestin -0.2%.
Screening COC(=O)C1Cc2c([nH]c3ccccc23)C2(CCN(Cc3ccccc3)CC2)N1 (stereo unspecified) returned CXXC DNA block 16.6%, p53 reactivator -4.8%, AT treatment -6.8%, TCR activator 1.2%, Integrin act MD -28.9%, TRPV1 agonist -2.5, PTAP TSG101 blk 0.5%, BRCA1 expr act -21.8%, ELG1 DNA repair -12.9% and B2AR arrestin 5.4%.
For CN(C)N=Nc1nc2c([nH]1)c(=O)n(C)c(=O)n2C the results were CXXC DNA block 7.5%, p53 reactivator 3.9%, AT treatment -38.5%, TCR activator 2.1%, Integrin act MD -4.6%, TRPV1 agonist -1.1, PTAP TSG101 blk -3.9%, BRCA1 expr act -42.5%, ELG1 DNA repair 12.9% and B2AR arrestin 0.4%.
`O=C(Nc1ccc(S(=O)(=O)Nc2ncccn2)cc1)C1COc2ccccc2O1` (stereo unspecified) gave CXXC DNA block 9.7%, p53 reactivator -0.6%, AT treatment 1.5%, TCR activator -8.3%, Integrin act MD -20.6%, TRPV1 agonist -1.4, PTAP TSG101 blk -10.5%, BRCA1 expr act 1.2%, ELG1 DNA repair 13.7% and B2AR arrestin -0.8%.
